Screening results from PubChem.
ssDAF12 agonist – activators of S. stercoralis DAF-12 nuclear receptor. HEK293 ssDAF-12/GRIP1 lit1-tk-luc reporter, luminescence; % of 3 µM dafachronic acid response. activation, % at 6.8 µM. 370,000 tested, 1% active;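 active means activation above the mean over all tested compounds plus 3 SD, cut at about 0.9% in these data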;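 further: 0% = DMSO-only wells and 100% = 3 µM delta7-dafachronic acid wells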
DAX1 inh-1 – inhibits human nuclear receptor DAX1 | P51843 | HEK293 Gal4-DAX1 luciferase reporter, luminescence | inhibition, % at 6.75 µM | 340,000 tested, 0.99% active | AID 504766;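 active means inhibition above the mean over all tested compounds plus 3 SD, cut at about 4.2% in these data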;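 further: 0% = DAX1-transfected cells with DMSO and 100% = empty-vector control cells with DMSO; inhibition shows as a rise in luminescence from relieved DAX1 repression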
Target sequence (P51843 207-470 limits assumed): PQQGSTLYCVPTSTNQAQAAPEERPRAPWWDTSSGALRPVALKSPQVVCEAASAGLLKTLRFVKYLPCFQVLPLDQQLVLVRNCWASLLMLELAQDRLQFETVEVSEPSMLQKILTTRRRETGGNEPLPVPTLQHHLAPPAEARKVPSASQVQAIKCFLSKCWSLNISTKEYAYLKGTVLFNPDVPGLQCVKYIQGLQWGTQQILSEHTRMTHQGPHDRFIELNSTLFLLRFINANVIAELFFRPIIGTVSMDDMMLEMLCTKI
SMARCA2 act – SMARCA2 function activation, primary screen; MG213 cells, MMTV-luciferase reporter, dexamethasone, overnight; 370,000 tested, 1% active; activation, % at 9.1 µM; in the data active means activation above about 7.8%;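 further: 0% = vehicle wells and 100% = reference activator wells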
hgDAF-12 ag – agonists of H. glycines DAF-12 nuclear receptor; HEK293 GAL4-hgDAF12 UAS-luciferase reporter, agonist luminescence; normalized to butyrate control; activation, % at 6.8 µM; 370,000 tested, 1.8% active;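 active means activation above a cutoff set at the mean of all screened compounds plus 3 SD, cut at about 10% in these data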;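 further: 0% = DMSO wells and 100% = sodium butyrate wells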
HGIII-sPLA2 inh – Inhibits HGIII-sPLA2 liposome hydrolysis, primary screen; AID 743126; QFRET BODIPY PC-A2 liposome hydrolysis, fluorescence; Q9NZ20; 370,000 tested, 0.56% active; inhibition, % at 12.2 µM;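 active means inhibition above mean plus 3 SD of compounds lying within the high and low control bounds, cut at about 19% in these data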;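 further: 0% = median of test compound wells and 100% = no enzyme DMSO wells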
Target sequence (Q9NZ20 whole entry, looked up): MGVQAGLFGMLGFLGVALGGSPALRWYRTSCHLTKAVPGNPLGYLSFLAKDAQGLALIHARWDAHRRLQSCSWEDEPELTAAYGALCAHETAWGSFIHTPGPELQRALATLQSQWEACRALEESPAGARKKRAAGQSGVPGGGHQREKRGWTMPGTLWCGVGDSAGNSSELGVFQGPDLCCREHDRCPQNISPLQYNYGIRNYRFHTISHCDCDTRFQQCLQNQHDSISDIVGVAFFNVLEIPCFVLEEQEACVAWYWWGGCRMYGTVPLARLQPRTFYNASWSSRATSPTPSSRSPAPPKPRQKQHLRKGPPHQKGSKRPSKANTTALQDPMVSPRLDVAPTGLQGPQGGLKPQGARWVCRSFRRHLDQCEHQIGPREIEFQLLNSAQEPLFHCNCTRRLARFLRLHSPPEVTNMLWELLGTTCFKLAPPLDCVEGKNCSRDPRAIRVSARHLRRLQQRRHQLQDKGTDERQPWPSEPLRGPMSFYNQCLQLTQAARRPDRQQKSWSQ
GAA850 FXN act – frataxin GAA850 promoter activation; HEK293 lucGAA850 FXN promoter luciferase reporter, 24 h; percent of 10 µM SAHA response; activation, % at 6 µM; 360,000 tested, 0.56% active; AID 540364;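 active means activation above the average of all compounds screened plus 3 SD, cutoff fixed separately per campaign, cut at about 7.5% in these data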;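 further: 0% = DMSO wells and 100% = 10 µM SAHA wells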
hcDAF-12 act – H. contortus DAF-12 activation, primary screen. AID 652067. HEK293 hcDAF-12 lit1-tk-luc reporter, luminescence; 0% DMSO, 100% Δ7-dafachronic acid. activation, % at 6.8 µM. 370,000 tested, 1.4% active;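 active means activation above the mean of all tested compounds plus 3 SD, cut at about 5.5% in these data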;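 further: 100% = response to 3 µM Δ7-dafachronic acid high control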
DAX1 inh-2 – DAX1 (NR0B1) inhibition, primary screen; HEK293T StAR-luciferase reporter, SF-1/DAX-1 repression relief; inhibition, % at 6.8 µM; 370,000 tested, 1.1% active; AID 652010;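 active means inhibition above the mean over all tested compounds plus 3 SD, cut at about 3.6% in these data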;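 further: 0% = DAX-1 cells with DMSO and 100% = cells lacking DAX-1 with DMSO; higher inhibition means more luminescence from relief of DAX-1 repression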
proKLK7 act – proKLK7 (human) activation, primary screen; P49862; purified proKLK7, EDANS-DABCYL substrate fluorescence; 100% is mature enzyme control, 0% vehicle; activation, % at 7 µM; 370,000 tested, 0.9% active; AID 652039;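 active means activation above the mean of all tested compounds plus 3 SD, computed per campaign excluding outliers beyond control limits, cut at about 13% in these data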
Target sequence (P49862 whole entry, looked up): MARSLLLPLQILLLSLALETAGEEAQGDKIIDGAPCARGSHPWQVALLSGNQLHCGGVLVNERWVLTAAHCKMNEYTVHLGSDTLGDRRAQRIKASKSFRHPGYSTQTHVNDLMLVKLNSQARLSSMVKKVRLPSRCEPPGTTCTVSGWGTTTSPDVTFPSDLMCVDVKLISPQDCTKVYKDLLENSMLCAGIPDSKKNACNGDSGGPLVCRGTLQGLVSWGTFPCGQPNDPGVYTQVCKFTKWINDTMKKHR
GC-A act – GC-A (human) enzyme activation; AID 1671463; activation, % at 10 µM; HEK293 GC-A cells, cGMP TR-FRET, EC30 ANP; 0% at EC30 ANP, 100% saturating ANP; 370,000 tested, 0.14% active; P16066; in the data active means activation above about 40%
NPR2 activator – GC-B (human) receptor activation; HEK293-GC-B cells, CNP EC30, cGMP TR-FRET; 0% at EC30 CNP, 100% saturating CNP; activation, % at 10 µM; 370,000 tested, 0.11% active; AID 1920062;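 active means activation at 10 µM reaching about 35% in either raw or pattern-adjusted values, limit read from the data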
Active calls of the source: *; / = not tested or not shown.

SMILES	ssDAF12 agonist	DAX1 inh-1	SMARCA2 act	hgDAF-12 ag	HGIII-sPLA2 inh	GAA850 FXN act	hcDAF-12 act	DAX1 inh-2	proKLK7 act	GC-A act	NPR2 activator
COc1ccccc1CC(=O)NCCc1ccc(S(N)(=O)=O)cc1	-0.9	0.6	-2	0.8	6	0.4	-0.5	-0.1	0.5	3	2
CC(=O)Nc1ccccc1C(F)(F)F	-0.8	4.3*	1	0.8	2	0.8	-0.2	-0.1	0.8	2	4
Cc1cc(C)cc(Cn2cc(CN3CC(N4CCN(CCO)CC4)CS3(=O)=O)nn2)c1 (stereo not given)	-1.3	/	-3	-0.6	3	/	0.7	-0.7	0.2	-2	-4
CN(Cc1cnccn1)C(=O)CC1C(=O)NCCN1Cc1ccc(F)cc1Cl (stereo not given)	-1.1	-0.6	-3	0.7	3	1.7	-1.1	0.4	0.3	-1	1
Cc1cccnc1C(NC(=O)C1CCN(Cc2ccc(Oc3ccccc3)cc2)CC1)c1ccc(F)cc1 (stereo not given)	-0.3	/	-1	1.6	-9	-2.0	1.9	-1.0	0.1	-2	-3
CCOC(=O)c1c(S(=O)(=O)NCC(C)c2ccccc2)c(C)n(C)c1C (stereo not given)	-1.1	-0.1	6	0.2	-4	2.3	-1.3	0.7	0.0	-1	0
Cc1cc[n+](-c2[nH]c(=O)sc2/C=N/N=C(\[O-])c2ccncc2)cc1C	-0.3	0.6	3	0.1	1	1.4	0.0	-0.2	0.4	-1	0
CCNC(=O)NC(=O)C(C)Sc1ccc2c(c1)OCCO2 (stereo not given)	-1.2	1.8	-1	0.0	7	0.4	-2.3	-0.6	-0.5	1	3
COc1ccc(OC)c(S(=O)(=O)Nc2cccc(F)c2)c1	-1.8	0.6	1	-3.3	-6	1.1	-1.3	-0.6	0.2	-9	-5
CC(NC(=O)CCc1nnc(C2CCCCC2)o1)c1ccc(F)cc1 (stereo not given)	-1.1	1.8	1	-0.2	-5	-1.9	-0.6	-0.4	0.2	-1	6
COc1cccc(C2=Cc3ccc(F)cc3C(CC(C)=O)N2c2ccc(-c3cncnc3)cc2)c1 (stereo not given)	-1.1	/	-2	-0.9	-4	/	1.9	-1.5	0.2	5	3
CCC(=O)Nc1ccc(NC(=O)c2cc3ccccc3o2)cc1	-1.4	0.3	6	3.2	8	-2.7	0.8	-0.3	-0.2	-2	6
CCCS(=O)(=O)N1CCC(C(=O)NCCCN2CCC(Cc3ccccc3)CC2)CC1	-1.2	-0.3	0	-0.6	1	-3.7	-0.5	-0.6	-0.2	3	2
C[C@H]1CN([C@@H](C)CO)C(=O)CCCn2nncc2CO[C@@H]1CN(C)S(=O)(=O)c1cccc(F)c1	-1.6	0.8	-2	0.8	1	-1.9	-0.4	1.5	-0.4	0	-2
O=C(CC(=O)Nc1ccccn1)Nc1ccccn1	0.3	0.4	-2	2.5	-8	-0.7	2.9	1.1	-0.5	3	3
CCOC(=O)CC1CCCCN1C(=O)CCCn1nnnc1CN1CCOCC1 (stereo not given)	-0.6	-0.2	0	0.4	3	0.8	0.1	0.0	0.1	1	1
O=C(O)CCN1C(=O)c2ccc(NC(=O)CSCc3ccccc3)cc2C1=O	-0.9	-0.8	-1	0.1	-1	-0.5	-2.6	0.5	-0.8	1	2
Cc1ccc(C)c(NC(=S)N(CCc2nc3cc(C)c(C)cc3[nH]2)Cc2cccnc2)c1	-1.4	-0.4	4	-1.4	-2	0.1	-0.3	-0.1	-0.2	-2	-7
COc1ccc(C2(c3ccc(OC)cc3)NC(=O)N(CC(=O)NCC(C)c3ccccc3)C2=O)cc1 (stereo not given)	-1.2	-1.0	-2	-2.0	-26	-1.6	-1.5	0.6	-0.4	-4	0
O=C(Nc1ccccc1)Nc1ccc2ocnc2c1	-1.2	0.7	0	5.7	-4	3.2	0.6	0.2	-0.3	2	2

Single records, as listed above. Screens in order: ssDAF12 agonist | DAX1 inh-1 | SMARCA2 act | hgDAF-12 ag | HGIII-sPLA2 inh | GAA850 FXN act | hcDAF-12 act | DAX1 inh-2 | proKLK7 act | GC-A act | NPR2 activator
Results for `Cc1cc(C)cc(Cn2cc(CN3CC(N4CCN(CCO)CC4)CS3(=O)=O)nn2)c1` (stereo not given) = -1.3 | / | -3 | -0.6 | 3 | / | 0.7 | -0.7 | 0.2 | -2 | -4
Results for `Cc1ccc(C)c(NC(=S)N(CCc2nc3cc(C)c(C)cc3[nH]2)Cc2cccnc2)c1` = -1.4 | -0.4 | 4 | -1.4 | -2 | 0.1 | -0.3 | -0.1 | -0.2 | -2 | -7
Results for `COc1ccc(C2(c3ccc(OC)cc3)NC(=O)N(CC(=O)NCC(C)c3ccccc3)C2=O)cc1` (stereo not given) = -1.2 | -1.0 | -2 | -2.0 | -26 | -1.6 | -1.5 | 0.6 | -0.4 | -4 | 0

(more compounds)
SMILES	ssDAF12 agonist	DAX1 inh-1	SMARCA2 act	hgDAF-12 ag	HGIII-sPLA2 inh	GAA850 FXN act	hcDAF-12 act	DAX1 inh-2	proKLK7 act	GC-A act	NPR2 activator
COc1ccc(N2CS(=O)CC2=O)cc1 (stereo not given)	-0.8	-2.0	2	1.9	-2	3.5	0.5	-0.4	0.2	1	-2
Cc1cc(NC(=O)CSc2ccccc2)no1	-1.2	0.6	3	0.3	4	-0.7	-0.2	0.2	0.3	1	-2
CCc1ccc2nc(N3CCN(C(=O)C(C)(C)C)CC3)sc2c1	-1.1	-0.5	-2	6.4	-3	4.2	-3.6	-0.8	0.3	8	0
CCOC(=O)COc1coc(CN2CCN(c3ccc(F)cc3)CC2)cc1=O	-0.9	-0.2	4	-1.5	4	0.0	-0.4	-0.2	0.0	4	6
O=C(CC1Sc2ccccc2NC1=O)NCc1ccc(Cl)cc1 (stereo not given)	-1.0	-0.9	-4	-1.3	1	0.2	-2.0	-0.5	-0.3	-5	-3
CCOc1cc(/C=C2\SC(=N)N(c3nccs3)C2=O)ccc1OCCN1CCOCC1	-1.5	-1.5	2	-4.9	-33	-0.4	-3.2	-1.8	-0.3	-1	3
CN1CCN(C(=S)NC(=O)c2ccco2)CC1	-1.8	0.9	1	3.9	2	0.9	-0.8	-0.2	0.2	0	-4
Cc1c(Cl)cccc1NC(=O)Cn1nc(C)n2cccc2c1=O	-0.9	-0.1	4	-0.6	-3	1.6	2.1	0.8	-0.6	-1	6
COCCNC(=S)Nc1ccccn1	-1.6	0.0	-4	-3.2	10	2.2	-0.4	2.2	-0.1	-2	-1
COc1ccc(NC(=O)c2ccc(S(=O)(=O)NCc3cccnc3)cc2)cc1	-1.8	-1.5	-4	-1.2	-3	3.2	-2.7	-0.7	-0.7	3	-3
COc1ccc(C(=O)Nc2cnccn2)cc1[N+](=O)[O-]	-0.9	1.7	1	3.4	6	-1.9	-0.9	-4.6	-0.2	-1	-6
CS(=O)(=O)N1CCN(c2nnc(-c3ccccc3)c3ccccc23)CC1	-1.2	0.1	-5	-3.6	12	0.3	-0.9	0.2	0.5	-9	3
Cc1cc(NS(=O)(=O)c2ccc(NC(=O)CSc3nc4sc(C(=O)O)c(C)c4c(=O)[nH]3)cc2)no1	-1.1	0.2	-1	-0.7	-7	1.4	-1.6	0.4	0.2	-4	2
CCOC(=O)C1=CN(CC)S(=O)(=O)NC1CC (stereo not given)	-0.2	0.1	-2	1.4	-2	2.4	0.1	-0.6	0.2	-5	3
CC(C)c1ccc(CNc2nnnn2C)cc1	-1.2	-0.1	-3	1.5	9	0.9	-1.2	-0.1	-0.4	3	6
Cc1ccc(F)c(CNC(=O)C2(C)CCCN2C(=O)C(C)C)c1F (stereo not given)	-0.6	/	-1	1.3	-3	-0.3	5.5	0.2	0.3	3	8
Cc1cccc(NS(=O)(=O)c2cc(C(=O)OCC(=O)Nc3cc(C)on3)ccc2C)c1	-0.8	0.7	-3	0.6	-28	0.5	0.8	-0.6	0.1	-6	-6
O=C(c1ccc2c(c1)OCO2)N1CCN(S(=O)(=O)N2CCCCC2)CC1	-1.4	1.1	-3	-1.9	0	-0.3	-1.4	0.6	0.0	1	-1
CCC(NS(=O)(=O)c1ccc(OC)cc1)C(=O)NCCc1ccccc1 (stereo not given)	-0.7	1.2	5	0.8	3	-1.2	-1.7	0.5	0.0	-2	3
NC(=O)C(CCC(=O)c1ccc(Br)cc1)S(=O)(=O)c1ccccc1 (stereo not given)	-2.2	-1.1	-4	-0.7	0	-0.3	-0.8	-0.3	0.1	-1	-2
CC(=O)Nc1ccc2nc(CN3CCN(CC(C)C)C(CCO)C3)ccc2c1 (stereo not given)	-0.5	0.4	0	-0.1	-1	-1.3	2.1	1.2	-2.4	2	6
COc1cc(NC(=O)c2cnn3c(C(F)F)cc(C4CC4)nc23)c(OC)cc1Cl	-0.7	-0.3	1	1.8	4	0.3	-0.2	-0.5	0.0	2	1
CC(C)(C)C1CCC(OC(=O)C[N+]2(C)CCCCC2)CC1 (stereo not given)	-0.8	1.4	-4	0.1	8	1.0	-1.7	0.2	-0.8	3	2
O=C(N/N=C/c1ccc(Cl)c([N+](=O)[O-])c1)c1ccc2c(c1)OCCO2	-1.5	2.9	1	0.8	-7	3.1	-0.4	-0.1	0.3	-2	-3
COc1ccccc1OCC(=O)Nc1sc2c(c1C(N)=O)CCC2	-2.5	0.4	0	8.0	9	2.4	3.1	1.2	-0.3	0	0
CC(C)CCNC(=O)c1ccc(OC2CCN(S(=O)(=O)N(C)C)CC2)cc1	-1.2	1.5	1	2.7	1	1.7	-2.3	-1.2	-0.6	-5	2
CCOc1ccc(Br)cc1S(=O)(=O)Nc1ccc(C(=O)OCC(=O)Nc2ccc(C#N)cc2)cc1	-1.4	-2.5	-5	0.7	-8	2.4	-0.9	-0.4	-0.5	-5	-9
Cc1c(C(=O)OCC(=O)N2CC(C)OC(C)C2)oc2ccc(Br)cc12 (stereo not given)	-1.1	0.8	-3	-0.3	-6	-3.9	-2.4	0.1	0.9	4	2
O=C(CSc1nc2c(cnn2-c2ccccc2)c(=O)[nH]1)NC1CCS(=O)(=O)C1 (stereo not given)	-1.4	5.7*	-4	-0.5	-2	0.4	-1.4	0.9	-0.7	1	6
N#CC1=C(N)N(c2ccccc2)C2=C(C(=O)CCC2)C1c1ccsc1 (stereo not given)	0.6	0.2	7	-2.3	-18	0.7	5.2	-0.5	-1.6	2	8
COC(=O)c1nonc1NCn1nnc2ccccc21	-0.7	1.8	0	-0.1	3	-0.2	-1.2	0.5	-0.1	3	6
Cn1ccsc1=NC(=O)c1cccc(C#N)c1	-0.8	4.5*	0	2.5	3	2.5	0.2	0.4	0.1	-4	2
CC(=O)C1=C(C)OC(N)=C(C#N)C1c1ccncc1 (stereo not given)	-0.7	0.1	-1	-1.1	-4	1.7	-0.6	1.0	0.2	-3	-1
CN(C(=S)Nc1cccnc1)c1ccc(O)cc1	-1.4	-1.7	-3	-0.9	-5	1.4	-2.3	-0.3	-0.3	-1	3
N#C/C(=C\c1ccc(-c2ccccc2C(=O)O)o1)c1nc2ccccc2[nH]1	-0.7	-0.4	1	0.3	1	1.9	1.8	0.1	-2.8	-1	-3
O=c1c([N+](=O)[O-])c(N2CCOCC2)c2ccccc2n1Cc1ccccc1	-1.1	-0.9	0	-0.8	-6	2.8	-1.2	0.0	-0.1	6	3
